Assay outcomes: PubChem, NMMLSC
T cell modulator – T cell immune modulators affecting CD8 T cell-vesicle binding; 2C CD8+ T cell-vesicle binding, flow cytometry; hits give low values; calls only at 7 µM; 330,000 tested, 0.068% active;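 active = response, share of CD8 T cells binding vesicles, and their 90th percentile fluorescence all below set limits, cut at about 80% in these data, passing the limit was not always enough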
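System: murine 2C transgenic CD8+ T lymphocytes; also added: QL9-loaded Drosophila micro-vesicles; times: binding 1.5 h at 37 °C; measured by: flow cytometry, PE anti-B7-1 (FL2) versus Alexa647 anti-CD8 (FL8), PFA-fixed; control set: Peptide-free naked vesicles (low) and QL9 vesicles with 0.7% DMSO vehicle (high)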
T cell modulator vesicle-bound % – second read-out of T cell modulator, no call of its own (marks repeat the call); double positive events, %; measured here: CD8+ vesicle-bound cell fraction;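 binding gate set so that unloaded-vesicle control wells show 10% double positive cells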
Starred values were filed as active, the others as inactive; i = inactive. A portion of the library (hit frequency here may not be typical).

SMILES | T cell modulator | T cell modulator vesicle-bound %
CCOc1ccc(CN(C)C(=O)c2ccc3c(c2)NC(=O)C(C)S3)cc1OC (stereo unspecified) | i | 30
COC(=O)c1c(C)[nH]c(C(=O)OCc2csc(CC(=O)Nc3ccccc3C)n2)c1C | i | 29
Cn1c2ccccc2c(=O)c2cc(C#Cc3ccsc3)ccc21 | i | 26
O=C(NC1CC1)C1CCN(S(=O)(=O)c2ccc(Cl)c([N+](=O)[O-])c2)CC1 | i | 18
CC(C)(C)c1ccc(C(=O)N2CCN(c3ccc(N4CCOCC4)nn3)CC2)cc1 | i | 6
COc1ccccc1-c1nnc(SCC(=O)c2c(N)n(C3CC3)c(=O)[nH]c2=O)n1C | i | 37
O=C(COC(=O)c1ccccc1O)Nc1cc(S(=O)(=O)N2CCCCCC2)ccc1Cl | i | 15
Cc1ccsc1C(=O)NNC(=O)c1cccc(S(=O)(=O)N2CCCC2)c1 | i | 35
O=C(O)C1CCCCN1C(=O)c1ccc(S(=O)(=O)N2CCCCCC2)cc1 (stereo unspecified) | i | 36
O=C(NCC(c1ccco1)N1CCCC1)c1ccc(S(=O)(=O)Nc2ccccc2Cl)cc1 (stereo unspecified) | i | 22

Full records from above.
CC(C)(C)c1ccc(C(=O)N2CCN(c3ccc(N4CCOCC4)nn3)CC2)cc1 as listed: T cell modulator: i; T cell modulator vesicle-bound %: 6
O=C(COC(=O)c1ccccc1O)Nc1cc(S(=O)(=O)N2CCCCCC2)ccc1Cl as listed: T cell modulator: i; T cell modulator vesicle-bound %: 15

Continuation.
SMILES | T cell modulator | T cell modulator vesicle-bound %
Cc1c(NC(=O)COC(=O)c2ccc(O)cc2)c(=O)n(-c2ccccc2)n1C | i | 46
N=C(N)c1ccc(N)cc1 | i | 26
CN(C)S(=O)(=O)c1ccc(C(=O)Nc2ccc3nc(N4CCOCC4)sc3c2)cc1 | i | 50
CC(=O)Nc1ccc(NC(=O)COC(=O)c2ccccc2SCC(=O)N2CCCC2)cc1 | i | 31
C=CCn1c(SCC(=O)Nc2cc(Cl)ccc2C(=O)O)nc2sc(C)c(C)c2c1=O | i | 38
COC(=O)Cn1c(N)[n+](Cc2ccccc2)c2ccccc21 | i | 17
COCC(C)n1c(COc2ccccc2F)nnc1SCC(=O)Nc1oc(C)c2c(C)n[nH]c(=O)c12 (stereo unspecified) | i | 11
CCCCCCCC/C=C\CCCCCCCC(=O)NCCc1ccc(O)c(O)c1 | i | 30
O=C(c1ccc(S(=O)(=O)Nc2ccccc2F)cc1)N1CCCCCC1 | i | 36
CC(C)(C)c1ccc(CSc2ccc(S(=O)(=O)N3CCOCC3)cn2)cc1 | i | 18
COc1ccc(C)cc1S(=O)(=O)Nc1ccc2c(c1)N(C(C)=O)CCC2 | i | 53
O=C(C[C@@H]1C/C=C\C[C@@H](Cc2ccc(F)cc2)C(=O)OC[C@@H]2CCCN2C1=O)N[C@H](CO)Cc1ccccc1 | i | 17
O=C(COC(=O)c1nn(CCO)c(=O)c2ccccc12)Nc1ccc(Cl)c(Cl)c1 | i | 52
CN1CCC(N(C)S(=O)(=O)c2ccc(NC(=O)COc3ccc([N+](=O)[O-])cc3)cc2)CC1 | i | 29
CCOc1ccccc1NC(=O)CN1C(=O)NC(Cc2c[nH]c3ccccc23)C1=O (stereo unspecified) | i | 43
CC1CCN(S(=O)(=O)CCNC(=O)c2ccccc2)CC1 | i | 26
O=C(CCS(=O)(=O)c1ccc(F)cc1)Nc1ccc(N2CCN(Cc3ccccc3)CC2)cc1 | i | 30
COc1cc(C(=O)OCC(=O)Nc2ccc(S(=O)(=O)NC3=NCCCCC3)cc2)cc(OC)c1OC | i | 52
COc1ccc(CN2[C@@H](CC(=O)O)c3ccc(C(F)(F)F)cc3S2(=O)=O)cc1 | i | 7
Cc1cc(=O)n(Cc2ccccc2)c2c(C)cccc12 | i | 40
Cc1cc(C(=O)NCC(C)(C)N2CCOCC2)c(C)o1 | i | 50
Cc1cc(F)ccc1S(=O)(=O)Nc1ccc(C(=O)N2CCCCCC2)cc1 | i | 9
C#CCOCCOCCOCCNc1nc(N2CCN(C(=O)CCCCCCCCCCNC(=O)[C@@H](CCC(=O)O)n3cc(CCCCCN)nn3)CC2)nc(N2CCN(C(=O)CCCCCCCCCCNC(=O)[C@H]([C@@H](C)CC)n3cc(CCCCCN)nn3)CC2)n1 | i | 46
Cc1cccc(C(=O)OCC(=O)c2ccc(CC(=O)N3CCOCC3)s2)c1C | i | 17
C/C(=N\NC(=O)c1cccc(S(=O)(=O)N2CCCC2)c1)c1ccc(OCC(=O)N(C)C)cc1 | i | 32
Cc1cccc(N2CCN(C(=O)c3ccc4nccnc4c3)CC2C)c1 (stereo unspecified) | i | 14
CN(C)CCn1c2c(c(SCC(=O)NCc3ccccc3)nc1=O)CCC2 | i | 22
CC(C)n1nc(C(=O)NC2CCCCCC2)c2ccccc2c1=O | i | 65
Cn1c(=O)c(C(=O)c2ccccc2)c(O)c2ccccc21 | i | 36
CCOC(=O)C1=C(COC(=O)CCc2ccc(F)cc2)NC(=O)NC1C (stereo unspecified) | i | 33
CCN(CC(=O)Nc1cc(Cl)ccc1C)C(=O)C1CC1 | i | 39
Cc1ccc(NC(=O)CN(C)C(=O)COC(=O)C2=COCCO2)cc1 | i | 59
O=C(COC(=O)CC1CCCC1)Nc1ccc(Cl)cn1 | i | 24
Cc1onc(-c2ccccc2)c1C(=O)Nc1cccc(S(=O)(=O)NC2=NCCC2)c1 | i | 46
O=S1(=O)CCO[C@H]2Cc3ccccc3[C@H]2N1Cc1ccc(Cl)cc1 | i | 24
O=C(CSc1nnc(-c2ccccc2F)o1)NC1CC1 | i | 51
CC1(c2ccc([N+](=O)[O-])cc2)Nc2ccccc2S1 (stereo unspecified) | i | 16
Cc1c(C(=O)N2CCC2)oc2c(F)cccc12 | i | 21
Clc1ccc2c(NCc3cccs3)ncnc2c1 | i | 49
COc1ccc(-c2csc(NC(=O)c3cccc(N4C(=O)CCC4=O)c3)n2)cc1OC | i | 36

An excerpt from above in order of length of the SMILES, rising.
SMILES | T cell modulator | T cell modulator vesicle-bound %
Cc1c(C(=O)N2CCC2)oc2c(F)cccc12 | i | 21
O=C(COC(=O)CC1CCCC1)Nc1ccc(Cl)cn1 | i | 24
CC1(c2ccc([N+](=O)[O-])cc2)Nc2ccccc2S1 (stereo unspecified) | i | 16

The list continues.
SMILES | T cell modulator | T cell modulator vesicle-bound %
CC(=O)c1sc(NC(=O)c2cc(S(=O)(=O)N3CCOCC3)ccc2F)nc1C | i | 44
C=CCN(C(=O)C1CC(=O)N(C2CCCC2)C1)c1nc(-c2ccc(S(C)(=O)=O)cc2)cs1 (stereo unspecified) | i | 35
COc1ccc(C2=CC(=O)CC(c3ccc(F)cc3)C2)cc1 (stereo unspecified) | i | 22
Oc1cccc(/C=N/Nc2ccc(Cl)nn2)c1 | i | 34
Cc1ccc(NC(=O)CN(CCc2ccccc2)S(C)(=O)=O)cc1 | i | 45
Cc1cc(Nc2ccccc2)cc(=O)n1C | i | 26
CCOC(=O)C1CCN(C(=O)C2CCCN(S(=O)(=O)c3ccc(OCC)c(Cl)c3)C2)CC1 (stereo unspecified) | i | 22
COc1ccc(C(=O)OCC(=O)NC2CC2)cc1F | i | 54
COc1ccccc1CNC(=O)COC(=O)c1ccc(C)s1 | i | 22
CCCC(=O)N1CC(=O)Nc2ccc(Br)cc2C1c1ccc(F)cc1 (stereo unspecified) | i | 26
COc1ccc([N+](=O)[O-])cc1C(=O)NC1CCN(Cc2ccccc2)CC1 | i | 52
CCOc1ccccc1C(=O)NCC(=O)NCC(C)(C)N1CCOCC1 | i | 11
CCOc1ccccc1OCCCC(=O)Nc1cc(S(=O)(=O)N2CCOCC2)ccc1OC | i | 58
COc1ccc(CC(=O)OCC(=O)Nc2c(C)n(C)n(-c3ccccc3)c2=O)cc1OC | i | 28
CCN(Cc1cccs1)C(=O)CN1C(=O)NC2(CCCc3ccccc32)C1=O (stereo unspecified) | i | 44
O=C(Cn1cc([N+](=O)[O-])ccc1=O)N1CCCc2ccccc21 | i | 48
COC(=O)C1CCN(C(=O)COC(=O)c2cc([N+](=O)[O-])ccc2N2CCOCC2)CC1 | i | 40
CC(OC(=O)c1n[nH]c2ccccc12)C(=O)Nc1ccccc1[N+](=O)[O-] (stereo unspecified) | i | 37
CC(C#N)(NC(=O)COC(=O)c1ccccc1NCCO)C1CC1 (stereo unspecified) | i | 6
CCC(=O)c1ccc(OCC(=O)N2CCN(c3ncccn3)CC2)cc1 | i | 49
O=C(COC(=O)c1ncc(Cl)c(Cl)c1Cl)Nc1cccnc1Cl | i | 15
Cc1ccc(N(C)S(=O)(=O)c2cccc(C(=O)NCC(c3cccs3)N3CCOCC3)c2)cc1 (stereo unspecified) | i | 35
Cn1c(SCC(=O)NCC2CCCO2)nc2scc(-c3ccccc3)c2c1=O (stereo unspecified) | i | 37
CC(=O)Nc1ccc(S(=O)(=O)NCC(=O)NNC(=O)COc2ccccc2Cl)cc1 | i | 9
O=C(CSc1ccccn1)N1CCNC1=O | i | 60
O=C(CN1C(=O)NC2(CCCC2)C1=O)Oc1ccc2ccc(=O)oc2c1 | i | 39
O=C(OCc1nc2ccsc2c(=O)[nH]1)c1ccco1 | i | 22
Cc1ccccc1OCC(=O)Nc1ccc(N2CCOCC2)cc1N1CCOCC1 | i | 49
CCCc1cc(=O)[nH]c(SCC(=O)Nc2ccc(C(=O)Nc3ccccc3OC)cc2)n1 | i | 50
COc1ccc(CN(C)C(=O)Cn2cnc3c(SC)nc(N)nc32)cc1OC | i | 10
CCc1ccc(Nc2n[n+](-c3ccccc3)c(-c3cccc(Cl)c3Cl)s2)cc1 | i | 40
COC(=O)[C@H](CC(C)C)N(Cc1ccccc1)S(=O)(=O)N(Cc1ccccc1)[C@@H](CC(C)C)C(=O)OC | i | 51
c1ccc(C[C@H]2CN=C(Nc3ccccc3)N2CC2CCCCCC2)cc1 | i | 10
CC1CCCCC12NC(=O)N(CC(=O)NNC(=O)c1ccc(Br)cc1)C2=O (stereo unspecified) | i | 51
COc1ccnc(CS(=O)c2nc3cc(OC(F)F)ccc3[nH]2)c1OC (stereo unspecified) | i | 40
C=CCn1cnnc1SCC(=O)N(C)CC1COc2ccccc2O1 (stereo unspecified) | i | 20
Cc1ccsc1C(=O)N(Cc1nnc(-c2ccccc2Cl)o1)C1CC1 | i | 41
c1csc(-c2ccc(N3CCOCC3)nn2)c1 | i | 38
Cc1c(C)n2c(SCC(=O)N3CCN(c4ccccc4)CC3)nnc2[nH]c1=O | i | 35
COc1ccc(S(=O)(=O)N2CCCCC2)cc1NC(=O)CCc1nc2ccccc2c(=O)[nH]1 | i | 10

Quoted from above, three compounds:
SMILES | T cell modulator | T cell modulator vesicle-bound %
CCc1ccc(Nc2n[n+](-c3ccccc3)c(-c3cccc(Cl)c3Cl)s2)cc1 | i | 40
COC(=O)[C@H](CC(C)C)N(Cc1ccccc1)S(=O)(=O)N(Cc1ccccc1)[C@@H](CC(C)C)C(=O)OC | i | 51
c1ccc(C[C@H]2CN=C(Nc3ccccc3)N2CC2CCCCCC2)cc1 | i | 10

Next section.
SMILES | T cell modulator | T cell modulator vesicle-bound %
O=C(c1ccco1)N1CCN(Cc2cc(=O)c(OCc3ccccc3Cl)co2)CC1 | i | 49
Cc1cc(C)cc(OCC(=O)N(C)CC(=O)Nc2ccc(Cl)c(C(F)(F)F)c2)c1 | i | 10
C=CCN1C(=O)c2ccc(C(=O)N3CCN(S(=O)(=O)c4ccccc4Br)CC3)cc2C1=O | i | 40
CC(=O)c1ccccc1NC(=O)c1cc(S(=O)(=O)N2CCOCC2)ccc1N1CCCC1 | i | 41
CCCCn1c(N)c(N(C)C(=O)C2CCCC2)c(=O)[nH]c1=O | i | 48
CCN(CC(=O)Nc1c(F)cccc1F)C(=O)Cn1c(=O)cnc2ccccc21 | i | 36
COC(=O)CN1C(=O)[C@@H]2[C@H](C1=O)[C@@H]1CC(C(=O)OC)=C[C@@H](C(=O)OC)[C@@H]3C1=C(C(=O)[C@@]3(C)NC(=O)c1ccccc1)[C@@H]2C | i | 26
CCCN(Cc1nnc(-c2ccccc2Cl)o1)C(=O)c1cc2ccccc2o1 | i | 21
O=C(NCC1CCCN1S(=O)(=O)c1cccs1)C(=O)Nc1ccccc1Cl (stereo unspecified) | i | 51
COc1ccc(Cc2nnc(SCC(=O)c3c(N)n(C4CC4)c(=O)[nH]c3=O)o2)cc1 | i | 40
O=C(COC(=O)c1cccc(S(=O)(=O)N2CCOCC2)c1)NCc1ccc2c(c1)OCO2 | i | 18
c1ccc([C@H]2CN3C(=N2)Sc2ccccc23)cc1 | i | 29
CCOc1ccc(C(=O)CCC(=O)NC2=NCCS2)cc1 | i | 46
COc1ccc(C(=O)COC(=O)C2CC3CCCC(C2)C3=O)cc1Br (stereo unspecified) | i | 54
O=C(CNc1cccc(S(=O)(=O)N2CCCC2)c1)Nc1cccc(F)c1 | i | 38
O=c1c2ccccc2ncn1-c1cccc([N+](=O)[O-])c1 | i | 39
O=C(NCC1CCCO1)c1ccc(S(=O)(=O)Nc2ccccc2F)cc1 (stereo unspecified) | i | 24
COc1ccc(NS(=O)(=O)c2cccc(C(=O)NCC(c3ccccc3)N(C)C)c2)cc1 (stereo unspecified) | i | 21
COc1ccccc1NCC(=O)NC(=O)NC1CCCCC1 | i | 56
